Assay outcomes from PubChem BioAssay.
PV pol inh: poliovirus RNA polymerase inhibition; % elongation, % (compound at 16.7 µg/mL); poliovirus polymerase elongation, fluorescence polarization; stronger effect = lower value; hit rate 0.66% among 150,000; P03300; in the data active = % elongation below about 90%; note: some results filed as inactive read as strong as hits
Target sequence (P03300 1749-2209 limits assumed): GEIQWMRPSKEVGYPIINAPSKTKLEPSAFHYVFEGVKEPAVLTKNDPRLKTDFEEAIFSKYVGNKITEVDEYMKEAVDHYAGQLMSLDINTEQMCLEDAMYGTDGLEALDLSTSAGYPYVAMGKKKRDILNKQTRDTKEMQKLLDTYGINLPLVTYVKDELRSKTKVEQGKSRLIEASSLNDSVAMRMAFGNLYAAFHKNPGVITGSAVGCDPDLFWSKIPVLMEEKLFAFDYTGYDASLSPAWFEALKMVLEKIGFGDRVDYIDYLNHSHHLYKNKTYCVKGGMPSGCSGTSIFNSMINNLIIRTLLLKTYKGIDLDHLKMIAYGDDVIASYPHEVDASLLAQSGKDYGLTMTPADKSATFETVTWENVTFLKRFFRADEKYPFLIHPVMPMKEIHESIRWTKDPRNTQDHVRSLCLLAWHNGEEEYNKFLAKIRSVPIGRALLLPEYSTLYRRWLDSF
PV pol inh FP z-score: also measured in PV pol inh; calls as there; z-score; measured here: FP z-score; hits read low
* = called active by the depositor. The list is partial; count on the stated rates, not on these rows.

SMILES	PV pol inh	PV pol inh FP z-score
CC(=O)N(C1=C(O)c2ccccc2C(=O)C1=O)c1ccccc1	94	-1.7
O=C(CN1C(=O)c2ccccc2S1(=O)=O)NC1CCCC1	101	-0.1
CCCNC(=O)Cn1ncc2c([nH]c3ccccc32)c1=O	103	0.1
N#Cc1c(-c2ccco2)cc(C2CC2)nc1SCC(=O)c1ccc(Br)cc1	101	-0.1
O=C(Cn1c(=O)n(-c2ccc(Cl)cc2)c(=O)c2c3c(sc21)CCCCC3)Nc1cccc(Cl)c1	107	0.3
OCc1nc2ccc(-c3ccc4nc(CO)[nH]c4c3)cc2[nH]1	103	0.5
CCN(CC)CCOc1cc(C)cc(C)c1	98	-0.5
Cc1ccc2c(=O)cc(C(=O)Nc3c(C)n(C)n(-c4ccccc4)c3=O)oc2c1C	113	1.1
CCCC1=NN(c2cccc(C(=O)O)c2)C(=O)C1	99	-0.3
CCN1CCN(C(C)C(=O)Nc2ncc(C)s2)CC1 (configuration not stated)	101	-0.2
CSc1ccc(CCNC(=O)c2ccc(CS(=O)Cc3ccc(Cl)cc3)o2)cc1 (configuration not stated)	103	-0.8
O=c1[nH]nc(Sc2ncnc3sccc23)n1CCc1ccccc1	102	-0.1
Cc1ccc(NC(=O)O/N=C/c2c(C)nn(C(C)(C)C)c2C)cc1Cl	103	0.4
CCOc1ccc(CCNC(=O)c2nn(C)c3c2CSc2ccc(C)cc2-3)cc1OCC	103	-0.5
Cc1cc(Oc2ccc(C(F)(F)F)cc2-n2cccc2)cc(C)c1Cl	109	0.5
O=C(NCc1csc(-c2cccs2)n1)Nc1ccc2c(c1)OCCCO2	100	-0.8
CC(C)c1ccc(C2C3CCc4ccccc4C3=NN2CCO)cc1 (configuration not stated)	102	0
O=C(c1ccc2c(c1)N(Cc1ccccc1F)C(=O)c1ccccc1S2(=O)=O)N1CCCCC1	103	-0.3
Cc1cccc(C)c1Nc1c(-c2ccsc2)nc2ccccn12	107	0.3
C=CCOc1ccccc1N	101	-0.2
O=C(COC(=O)c1cccc(S(=O)(=O)N2CCCC2)c1)Nc1ccc2c(c1)OCCO2	99	-0.4
Cc1ccc(-c2nnc(-n3cnc4cc(C)c(C)cc43)c3ccccc23)cc1	101	-0.1
CCCOc1cccc(C(=O)Nc2nnn(C)n2)c1	106	0.3
O=C1CSC(=Nc2ccc(Cl)cc2)N1	106	3.3
COc1ccc(Cl)cc1NC(=O)COC(C)=O	101	-0.3
Cc1cc(F)ccc1NC(=O)CCS(=O)(=O)c1cc2c(cc1C)NC(=O)CO2	102	-0.8
O=C1OCCN1N=Cc1ccc([N+](=O)[O-])o1	100	0
CCc1cccc2sc(N3CCN(C(=O)c4cc5ccccc5cc4OC)CC3)nc12	103	-0.8
CC1(C)CC(=O)C/C(=N\NC(=S)Nc2ccc(S(=O)(=O)N3CCOCC3)cc2)C1	46	-6.9
Cc1ccc(C)c(NC(=O)c2cc(=O)c3cc(C)cc(C)c3o2)c1	109	0.2
COc1ccc(C2=NOC(C(=O)NCc3ccco3)C2)cc1 (configuration not stated)	103	0.6
CCN(CC)c1ccc(NC(=O)c2ccc(Cl)cc2)c(N(CC)CC)n1	106	0.5
CCN(CCO)C(=O)CC(c1ccccc1)c1cc(Br)ccc1O (configuration not stated)	100	-0.1
Cc1ccc(OCc2nc3ccccc3n2CCOc2ccc(Cl)cc2)cc1	108	0.2
Cc1ccc2c(c1)c1c(c(=O)n(-c3ccccc3C)c(=O)n1CC(=O)N1CCCC1)n2C	110	0.5
CCOc1cc(Cl)c(S(=O)(=O)n2ccnc2)cc1Cl	109	1
CC(O)CNc1nc2ccccc2n1-c1ncnc2sc3c(c12)CCC3 (configuration not stated)	98	-0.5
CC1=C(C(=O)Nc2ccccc2Cl)C(c2cccc(O)c2)n2ncnc2N1 (configuration not stated)	111	1.1
O=C(CNc1ccc(Cl)cc1F)N1CCc2ccccc21	99	-0.6
NC(=O)c1ccccc1NC(=O)CC12CC3CC(CC(Br)(C3)C1)C2	100	-0.7
CCN(CC)C(=O)c1cnn(-c2ccccc2)c1-n1cccc1	100	-1.2
CCOC(=O)c1cc2occc2n1CC	103	0.3
CCOc1ccc(-n2c(/C=C/c3cccc(F)c3)nc3cc(OC)c(OC)cc3c2=O)cc1	112	1
CN(C(=O)c1ccc2c(=O)n3c(nc2c1)CCCCC3)c1cccc(Cl)c1	101	-0.1
O=C(Nc1ccc2oc(-c3ccc4ccccc4c3)nc2c1)c1ccc(Cl)c(Cl)c1	101	-0.3
C[C@@H](C(=O)NC1=NCCS1)N1C(=O)C2CC=CCC2C1=O (some centres not stated)	106	0.4
Cn1c(=O)c2c(ncn2Cc2ccccc2)n(C)c1=O	99	-0.7
COc1ccc(CCNC(=O)c2ccc3c(c2)sc2nc(-c4ccccc4)cn23)cc1OC	108	0.4

Random excerpt: 3 compounds from above, in no set order.
SMILES	PV pol inh	PV pol inh FP z-score
COc1ccc(C2=NOC(C(=O)NCc3ccco3)C2)cc1 (configuration not stated)	103	0.6
O=C(Cn1c(=O)n(-c2ccc(Cl)cc2)c(=O)c2c3c(sc21)CCCCC3)Nc1cccc(Cl)c1	107	0.3
C=CCOc1ccccc1N	101	-0.2

The results go on.
SMILES	PV pol inh	PV pol inh FP z-score
Cc1ccc(C2Nc3ccccc3NC3=C2C(=O)CC(C)(C)C3)o1 (configuration not stated)	96	-1.4
CCn1c2ccccc2c2cc(CN3CCN(c4ccccn4)CC3)ccc21	100	0.1
CCN(CC)CCN1C(=O)C(=O)/C(=C(/O)c2ccc3c(c2)CC(C)O3)C1c1ccc(F)cc1 (configuration not stated)	101	0.2
Cc1ccc(C)c2[nH]c(=O)c(CCNC(=O)c3ccc(S(=O)(=O)N(C)C)cc3)cc12	99	-1.2
CC(=O)N1c2ccc(S(=O)(=O)N3CCCC3C(=O)N3CCn4c3nc3ccccc34)cc2CC1C (configuration not stated)	102	0.2
Cc1ccc2[nH]c(C)c(CCC(=O)O)c(=O)c2c1	103	0.4
CC(=O)OCC(CCn1cnc2cnc(N)nc21)COC(C)=O	101	0.2
COc1ccc(C(=O)N2CCN(c3nc4c(OC)cccc4s3)CC2)cc1OC	101	-1.5
O=C(Cc1n[nH]c(=O)c2ccccc12)N1CCCSc2ccccc21	98	-0.4
COCCN1C(=O)c2[nH]nc(-c3ccccc3O)c2C1c1ccc(Cl)c(Cl)c1 (configuration not stated)	112	1.4
CCCn1c(O)c(N=NC(=S)Nc2cccc(OC)c2)c2ccccc21	100	-0.2
O=C(Nc1nc(-c2cccs2)cs1)c1cc(Cl)sc1Cl	99	-0.8
Cc1nc2ccccc2n1CCc1nc2c3ccccc3nc(SCC(=O)Nc3ccc(Br)cc3F)n2n1	110	0.9
C=CCSc1nnnn1-c1ccc(OC)cc1	102	-0.1
Cc1ccc(NC(=O)C(Cc2c[nH]c3ccccc23)NC(=O)OC(C)(C)C)c(C)c1 (configuration not stated)	109	-0.3
Cc1ccc2oc(=O)c(-c3nc4ccccc4s3)cc2c1	103	0.2
COc1ccc(CC(=O)N2N=C(C(F)(F)F)CC2(O)C(C)(C)C)cc1 (configuration not stated)	101	-0.1
O=C(Nc1ccc2c(c1)OCO2)c1cc(-c2ccc(Cl)cc2)on1	107	0.6
CC(C)(C)OC(=O)N1CCC(c2c(C(=O)NCc3ccco3)cnn2-c2ccc(F)cc2)CC1	100	-1.3
O=C(/C=C(\O)c1ccccc1)C(=O)NCc1ccccc1	98	-0.3
CCOC(=O)C1CCC(CNCc2ccc(Cl)cc2)CC1 (configuration not stated)	103	0.8
CCCn1c(=O)c(C(=O)NC23CC4CC(CC(C4)C2)C3)c(O)c2ccccc21	103	0.6
CC(C)CCNc1cc(C(C)C)c(C#N)c2nc3ccccc3n12	104	0.6
CCN(C(=O)Cn1c(C(=O)OC)cc2sccc21)c1cccc(C)c1	105	-0.3
COc1cc(OC)c(NC(=O)Cn2cnc3c(nc4n3CCCCC4)c2=O)cc1Cl	101	-1.1
CNC(=O)CSc1nnc2[nH]c(=O)cc(C)n12	100	-1.1
COC(=O)CSc1nnc(-c2ccco2)n1Cc1ccco1	102	0.1
O=C(CSc1nccn1Cc1ccccc1)NC1CCCC1	105	-0.5
CCOC(=O)C1=C(CN2CCC(C)CC2)NC(=O)NC1c1cccs1 (configuration not stated)	101	-0.1
Nc1c(C(=O)Nc2ccc(Cl)c(C(F)(F)F)c2)sc2nc(-c3ccncc3)ccc12	114	1.5
O=C(c1ccccc1)c1nc2ccccc2oc1=O	47	-6.4
Cc1noc(C)c1COc1cccc(C(F)(F)F)c1	102	-0.2
O=c1oc2ccc(Br)cc2cc1-c1ccc(S(=O)(=O)N2CCOCC2)s1	103	0
CC1(C)Oc2ccccc2C2CC(c3ccccc3)=NN21 (configuration not stated)	136	3.9
COc1ccc(NC(=O)c2c(NCc3sccc3C)sc3c2CCCC3)c(OC)c1	111	0.8
COC(=O)CCSc1ccc(C(=O)OC)cc1N	101	-0.2
N#CCOC1OCCOC1OCC#N (configuration not stated)	106	0.4
NCCc1c[nH]c2ccccc12	99	-0.1
COc1ccc(NS(=O)(=O)c2ccc(C(=O)N(C)C)s2)cc1	101	0.1
COc1ccc(CCN=C(N)Nc2nc(C)cc(C)n2)cc1	102	0.1
COc1cc(C#N)c2ccc3ccccc3c2c1	100	-0.4
COc1ccccc1OC(C)C(=O)N(Cc1ccc(Cl)cc1)Cc1ccco1 (configuration not stated)	99	-0.3
O=C(Nc1nc(-c2cccs2)c(-c2cccs2)s1)C1(c2ccccc2)CC1	103	-0.1
Cc1cc(C)c2c(=O)n(CC(=O)N3CCCCCC3)sc2n1	107	2.7
Cc1ccc(S(=O)(=O)Nc2ccc(-c3ccc(N4CCCCCC4)nn3)cc2)cc1C	103	-0.6
CCOCCCNC(=O)c1ccc2c(=O)n(CCc3ccccc3)c(=O)[nH]c2c1	105	0
CCCCn1c(=O)c2oc3ccccc3c2n(CC(=O)Nc2ccc(CC)cc2)c1=O	111	0.8
COc1ccc2c(C(F)(F)F)cc(=O)oc2c1	102	0
COc1ccc(-n2ncc3c(=O)n(CC(=O)N4CC(C)CC(C)C4)cnc32)cc1 (configuration not stated)	100	-0.3
N#CC1(c2ccc(Cl)cc2)c2ccccc2NN1c1ccccc1 (configuration not stated)	105	1.2
COc1ccc(C)cc1NC(=O)CN1C(=O)CSc2ccc(S(=O)(=O)N3CCCC3)cc21	106	-0.9
CCOc1ccc(OCC)c(NC(=O)c2cc(-c3cccs3)nc3ccccc23)c1	101	-1.3
O=C(Cn1cnc2ccccc2c1=O)Nc1cccc(Cl)c1	108	0.7
C=CCN1C(=O)/C(=C2\SC(=S)N(CCC)C2=O)c2ccccc21	106	0.3
COc1cccc(CNC(=O)C(C)n2c(=O)cc(-c3ccccc3)c3c(C)nn(C)c32)c1 (configuration not stated)	104	-0.5
CCCC(CC(=O)O)CC(=O)O	103	0.3
COc1ccc(CCNC2=NCCS2)cc1	101	-0.3
CCOC(=O)c1oc2ccccc2c1NC(=O)CN1CCOCC1	107	1.2
Cc1cccc(NC(=O)Cn2nnc(C(=O)Nc3ccccc3Br)c2N)c1C	116	0.9
CC(Sc1nc2cc(Cl)ccc2s1)C(N)=O (configuration not stated)	112	0.4
(continued)
SMILES	PV pol inh	PV pol inh FP z-score
CCN(CCO)CCCC(C)Nc1ccnc2cc(Cl)ccc12 (configuration not stated)	101	0.2
CC(=O)N1CCCc2cc(S(=O)(=O)N3CCC(C(=O)NCc4ccccc4Cl)CC3)ccc21	108	0.1
CCOC(=O)c1noc2ncnc(NC(C)C)c12	100	-0.9
O=C(O)C(Cc1ccccc1)NS(=O)(=O)c1ccc2[nH]c(=O)c(=O)[nH]c2c1 (configuration not stated)	104	0.5
COCC(C)NCc1ccc(SC)cc1 (configuration not stated)	101	-0.1
Cc1ccc(O)c(NC(=O)c2ccc3c(c2)C(=O)N(Cc2ccco2)C3=O)c1	104	0.6
CS(=O)(=O)N1CCC(Cc2ccccc2)CC1	104	0
Cc1ccc(C(=O)Nc2ccc3oc(-c4cccnc4)nc3c2)cc1	102	0.2
CCOC(=O)N1CCN(CC(O)COc2ccccc2C(C)C)CC1 (configuration not stated)	105	0.7
CC(C)N(C(=O)CN1C(=O)c2ccccc2S1(=O)=O)c1ccccc1	101	-0.3
COC(=O)C1=C(Nc2ccc(C)cc2)CC(C)(O)C(C(=O)OC)C1c1ccc(Br)cc1 (configuration not stated)	105	0.2
Cc1cc(C)c(NC(=O)Cn2c(=O)nc(-c3ccccc3)c3cc(Cl)ccc32)c(C)c1	105	-0.1
Cc1ccc(SCC(=O)Nc2ccc3oc(-c4cccc(C)c4)nc3c2)cc1	103	-0.3

Molecules listed so far with a thiophene ring, fused or not:
SMILES	PV pol inh	PV pol inh FP z-score
O=C(Cn1c(=O)n(-c2ccc(Cl)cc2)c(=O)c2c3c(sc21)CCCCC3)Nc1cccc(Cl)c1	107	0.3
O=c1[nH]nc(Sc2ncnc3sccc23)n1CCc1ccccc1	102	-0.1
O=C(NCc1csc(-c2cccs2)n1)Nc1ccc2c(c1)OCCCO2	100	-0.8
Cc1cccc(C)c1Nc1c(-c2ccsc2)nc2ccccn12	107	0.3
CC(O)CNc1nc2ccccc2n1-c1ncnc2sc3c(c12)CCC3 (configuration not stated)	98	-0.5
O=C(Nc1nc(-c2cccs2)cs1)c1cc(Cl)sc1Cl	99	-0.8
CCN(C(=O)Cn1c(C(=O)OC)cc2sccc21)c1cccc(C)c1	105	-0.3
CCOC(=O)C1=C(CN2CCC(C)CC2)NC(=O)NC1c1cccs1 (configuration not stated)	101	-0.1
Nc1c(C(=O)Nc2ccc(Cl)c(C(F)(F)F)c2)sc2nc(-c3ccncc3)ccc12	114	1.5
O=c1oc2ccc(Br)cc2cc1-c1ccc(S(=O)(=O)N2CCOCC2)s1	103	0
COc1ccc(NC(=O)c2c(NCc3sccc3C)sc3c2CCCC3)c(OC)c1	111	0.8
COc1ccc(NS(=O)(=O)c2ccc(C(=O)N(C)C)s2)cc1	101	0.1
O=C(Nc1nc(-c2cccs2)c(-c2cccs2)s1)C1(c2ccccc2)CC1	103	-0.1
CCOc1ccc(OCC)c(NC(=O)c2cc(-c3cccs3)nc3ccccc23)c1	101	-1.3
